Screening results (PubChem)
ssDAF-12 act: S. stercoralis DAF-12 nuclear receptor activators, primary screen, cell-based, luminescence, HEK293, GRIP1 co-expression, lit1-tk-luc; Nuclear hormone receptor DAF-12 (Strongyloides stercoralis); HEK293 ssDAF-12/GRIP1 lit1-tk-luc reporter; % of 3 µM dafachronic acid response; activation, % at 6.8 µM; 1% of 370,000 active; AID 652126, 2013;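 active means activation above the mean over all tested compounds plus 3 SD, cut at about 0.9% in these data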;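 further: 0% = DMSO-only wells and 100% = 3 µM delta7-dafachronic acid wells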
ADAM17 inh: ADAM17 inhibitors, primary screen, biochemical, QFRET. recombinant ADAM17, EDANS/DABCYL FRET peptide cleavage. inhibition, % at 6.95 µM. 0.83% of 370,000 active;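 active means inhibition above the mean of compounds lying between control limits plus 3 SD, set per campaign, cut at about 8.5% in these data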;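 further: 0% = DMSO-only wells as the low control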
GAA850 FXN act: FXN promoter activators, primary screen, cell-based, luciferase luminescence, HEK293 lucGAA850; activation, % at 6 µM; 0.56% of 360,000 active; HEK293 lucGAA850 FXN promoter luciferase reporter, 24 h; percent of 10 µM SAHA response;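 active means activation above the average of all compounds screened plus 3 SD, cutoff fixed separately per campaign, cut at about 7.5% in these data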;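 further: 0% = DMSO wells and 100% = 10 µM SAHA wells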
DAX1 inh-1: DAX1 (NR0B1) inhibitors on StAR promoter, primary screen, cell-based, luminescence, SF-1 (NR5A1), full-length DAX-1; AID 652010, 2013; HEK293T StAR-luciferase reporter, SF-1/DAX-1 repression relief; 1.1% of 370,000 active; inhibition, % at 6.8 µM;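 active means inhibition above the mean over all tested compounds plus 3 SD, cut at about 3.6% in these data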;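 further: 0% = DAX-1 cells with DMSO and 100% = cells lacking DAX-1 with DMSO; higher inhibition means more luminescence from relief of DAX-1 repression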
hgDAF-12 ag: H. glycines DAF-12 receptor agonists, primary screen, cell-based, luminescence, HEK293, GAL4 fusion, UAS-luciferase. activation, % at 6.8 µM. HEK293 GAL4-hgDAF12 UAS-luciferase reporter, agonist luminescence; normalized to butyrate control. 1.8% of 370,000 active. Nuclear hormone receptor DAF-12 (Heterodera glycines), GAL4 fusion. AID 687014, 2013;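 active means activation above a cutoff set at the mean of all screened compounds plus 3 SD, cut at about 10% in these data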;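 further: 0% = DMSO wells and 100% = sodium butyrate wells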
hcDAF-12 act: H. contortus DAF-12 nuclear receptor activators, primary screen, cell-based, luminescence, HEK293, lit1-tk-luc reporter | HEK293 hcDAF-12 lit1-tk-luc reporter; 0% DMSO, 100% Δ7-dafachronic acid | activation, % at 6.8 µM | 1.4% of 370,000 active;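 active means activation above the mean of all tested compounds plus 3 SD, cut at about 5.5% in these data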;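 further: 100% = response to 3 µM Δ7-dafachronic acid high control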
GC-A act: GC-A stimulated cGMP production enhancers – HEK293 GC-A cells, cGMP TR-FRET, EC30 ANP, primary screen. Atrial natriuretic peptide receptor 1 (Homo sapiens), P16066. 0% at EC30 ANP, 100% saturating ANP. activation, % at 10 µM. 0.14% of 370,000 active; in the data active means activation above about 40%
ADAM10 inh: human ADAM10 inhibitors, primary screen, biochemical, QFRET, HTS | Disintegrin and metalloproteinase domain-containing protein 10 (Homo sapiens), O14672 | recombinant ADAM10, EDANS/DABCYL FRET peptide cleavage, 3 h | inhibition, % at 7 µM | 0.62% of 370,000 active;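 active means inhibition above a per-campaign cutoff equal to the mean of compounds falling between control-based bounds plus 3 SD, cut at about 20% in these data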;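 further: 0% = DMSO wells while the 100% control is not disclosed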
Target sequence (O14672 214-748 limits assumed): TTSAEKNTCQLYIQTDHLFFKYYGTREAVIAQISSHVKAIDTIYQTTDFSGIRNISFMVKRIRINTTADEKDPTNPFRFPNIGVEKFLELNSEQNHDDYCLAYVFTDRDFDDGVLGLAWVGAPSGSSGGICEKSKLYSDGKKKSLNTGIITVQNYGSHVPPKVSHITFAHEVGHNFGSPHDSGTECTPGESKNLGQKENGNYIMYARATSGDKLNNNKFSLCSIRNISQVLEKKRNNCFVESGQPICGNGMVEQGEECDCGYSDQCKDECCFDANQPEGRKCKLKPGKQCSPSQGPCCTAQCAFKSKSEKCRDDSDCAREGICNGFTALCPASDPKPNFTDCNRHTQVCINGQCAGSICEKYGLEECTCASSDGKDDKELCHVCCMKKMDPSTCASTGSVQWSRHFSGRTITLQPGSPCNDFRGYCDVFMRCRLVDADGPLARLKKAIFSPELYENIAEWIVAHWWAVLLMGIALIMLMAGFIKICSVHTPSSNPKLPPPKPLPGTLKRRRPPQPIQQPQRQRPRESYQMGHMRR
SMARCA2 act: SMARCA2 (BRM) function activators, primary screen, cell-based, luminescence, high throughput | MG213 cells, MMTV-luciferase reporter, dexamethasone, overnight | activation, % at 9.1 µM | 1% of 370,000 active | AID 652017, 2013; in the data active means activation above about 7.8%;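 further: 0% = vehicle wells and 100% = reference activator wells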
DAX1 inh-2: DAX1 (NR0B1) inhibitors, primary screen, cell-based, HEK293, Gal4-DAX1, luciferase luminescence; HEK293 Gal4-DAX1 luciferase reporter; inhibition, % at 6.75 µM; 0.99% of 340,000 active; Nuclear receptor subfamily 0 group B member 1 (Homo sapiens), P51843; AID 504766, 2011;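 active means inhibition above the mean over all tested compounds plus 3 SD, cut at about 4.2% in these data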;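 further: 0% = DAX1-transfected cells with DMSO and 100% = empty-vector control cells with DMSO; inhibition shows as a rise in luminescence from relieved DAX1 repression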
Target sequence (P51843 207-470 limits assumed): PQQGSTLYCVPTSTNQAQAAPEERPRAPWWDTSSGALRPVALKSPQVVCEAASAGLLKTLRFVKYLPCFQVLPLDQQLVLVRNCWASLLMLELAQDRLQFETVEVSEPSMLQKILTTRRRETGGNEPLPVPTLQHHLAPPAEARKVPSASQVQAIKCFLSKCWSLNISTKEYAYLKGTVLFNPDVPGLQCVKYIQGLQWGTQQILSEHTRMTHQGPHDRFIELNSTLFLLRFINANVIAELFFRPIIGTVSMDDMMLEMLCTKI
PG9 binder: binders of HIV-1 gp120 antibody PG9, primary screen, biochemical, TR-FRET; inhibition, % at 6.7 µM; 0.43% of 360,000 active; TR-FRET gp120-PG9 antibody binding; HIV-1 gp120 / PG9 antibody interaction; in the data active means inhibition above about 8.5%
* marks the source's active call; other numbers are inactive results; / = no result given.

Each structure is followed by: ADAM17 inh, ADAM10 inh, hcDAF-12 act, PG9 binder, DAX1 inh-1, GC-A act, GAA850 FXN act, hgDAF-12 ag, SMARCA2 act, ssDAF-12 act, DAX1 inh-2
> CC(=O)N1CC2(CC(c3ccccc3C(F)(F)F)=NO2)CN1c1ccc(Cl)cc1 (configuration not stated)
  0.8, -8.2, -1.0, -0.8, -0.5, -12.7, -3.0, -3.8, -2.1, -1.1, 1.1
> CN(C)C(=O)C1C2NC(=S)N(c3ccc(Cl)cc3)C1(C)Oc1ccc(Cl)cc12 (configuration not stated)
  -2.6, 0.4, 0.5, -1.7, 0.4, -3.7, 1.6, -0.5, -2.5, -2.1, -0.9
> Cn1c(=O)[nH]c(=O)c2c1nc(CN1CCOCC1)n2Cc1ccccc1
  -8.2, -11.2, -1.2, 2.0, -0.5, -1.6, 1.4, 1.4, -2.0, -1.4, 2.1
> COc1ccc(CN(C)C(=O)C2CCN(C(=O)Nc3ccccc3)CC2)cc1
  1.1, -5.4, -0.2, -0.1, -0.1, 0.8, 0.4, 0.5, -2.4, -1.2, -0.8
> COc1cc(C(Nc2ccccn2)c2c(NC(=O)c3ccco3)sc(C)c2C)cc(OC)c1OC (configuration not stated)
  -2.5, 4.7, -1.0, -0.1, -0.3, -19.9, 5.6, 4.5, -0.9, -1.0, 0.2
> CC(NC(=O)Nc1ccccc1)C(c1cccs1)N1CCOCC1 (configuration not stated)
  -1.5, -4.2, 2.6, -1.4, -0.8, 2.2, -0.2, 1.0, 0.5, -1.2, 0.8
> O=C(O)c1ccc(/C=N/Nc2ncc(C(F)(F)F)cc2Cl)cc1
  -2.4, -3.0, 1.0, 0.8, 0.3, 1.2, 3.6, 2.7, -1.5, -1.1, 1.0
> CCOc1ccccc1N1CCN(C(=O)c2cccc(-c3ccc(O)cc3)c2)CC1
  3.7, 4.3, -3.5, -0.1, -1.6, -4.5, 2.0, -2.9, -2.5, -1.8, -2.0
> Cc1cccc(C)c1OCCNC(=O)c1ccc2ccccc2n1
  1.7, 8.6, -2.8, -1.4, -0.7, -0.4, -1.1, -1.0, -0.4, -2.4, -1.6
> Cc1ccc(S(=O)(=O)N(C)c2ccc(C(=O)N3CCCCC3)cc2)cc1
  -7.0, -9.7, -2.4, 0.7, -1.8, 1.9, -0.3, -3.7, -5.2, -0.8, -1.0
> NC(=O)CSc1nccn1Cc1ccccc1
  -0.7, -5.2, 1.9, 0.3, 0.1, 1.0, 1.3, 0.8, 0.4, -0.3, 0.5
> COc1ccc2[nH]cc(CCNC(=O)COc3cc(C)cc4oc(=O)cc(C)c34)c2c1
  -4.5, -20.6, -0.6, 0.1, -1.2, -15.9, -0.6, -1.6, -3.4, -1.3, 2.3
> CCc1cccc(CC)c1NC(=O)C[n+]1cccc(C(N)=O)c1
  -1.3, -5.2, -1.6, -0.6, -0.2, -6.2, 2.4, 0.1, 1.0, -1.3, 0.0
> Cc1ccc(C)c2c1cc(C)c1nnc(SCC(=O)N3CCCc4ccccc43)n12
  -4.9, -7.8, 1.1, 0.3, -0.1, -20.7, 3.9, -1.2, -1.9, -0.7, -0.9
> COCCNC(=O)c1cc2c(c(-c3cccc(C#Cc4ccc(OC)c(OC)c4)c3)n1)[C@H](CCO)N(S(=O)C(C)(C)C)C2 (some centres not stated)
  -1.3, -7.5, -2.0, -0.4, 1.1, 3.9, /, -0.9, 1.6, -1.6, /
> Cc1ccc(S(=O)(=O)N2[C@@H](c3ccccc3)C(C(=O)O)=CC[C@H]2c2ccc3c(c2)OCO3)cc1
  -2.6, -5.0, -1.6, 0.8, -0.2, 1.7, -0.9, -0.3, -0.9, -1.4, -0.1
> O=C(Nc1ccc2c(c1)OCCO2)C1c2ccccc2OCC(=O)N1CCc1c[nH]c2ccccc12 (configuration not stated)
  0.1, 9.8, 1.8, 0.1, -0.7, 1.0, /, 2.9, -1.6, -0.4, /
> Cc1ccc(C2(C(F)(F)F)NC(=O)N3N=C4CCCCCN4C3=C2C#N)cc1 (configuration not stated)
  0.5, 1.9, -0.7, -1.2, 0.0, 5.4, -0.6, -0.6, 2.7, 0.0, 0.5
> CC(C)Cn1c(N)c(C(=O)CSc2nnc(C3CC3)n2C2CC2)c(=O)n(C)c1=O
  -6.4, 1.6, -0.5, 0.3, 0.0, -2.3, 1.9, 1.1, -3.5, -1.4, -0.5
> CN1CCN(C(=O)OCCOCCOC(=O)N2CCN(C)CC2)CC1
  0.0, 7.8, -0.9, -0.1, 0.1, -1.2, 0.2, -0.3, 0.3, -0.3, 1.9
> CCc1ccc(-c2cc(C)no2)cc1S(=O)(=O)NCCc1ccc(OC)c(OC)c1
  0.7, -2.1, -2.2, -2.7, -2.5, -4.9, 1.3, -4.3, -0.2, -1.1, -0.1
> COc1ccc(N2CCN(C(=O)c3ccncc3)CC2)cc1
  -6.9, 1.7, -2.1, 1.9, -0.7, -3.5, -1.7, -1.8, -3.9, -1.3, 1.8
> O=C(CCN1C(=O)c2ccccc2C1=O)Nc1ccccn1
  -2.8, -31.7, -1.2, -0.7, -0.6, 2.7, 0.1, -1.7, -0.7, -1.4, 0.2
> CSCCC(NC=C1C(=O)OC(C)(C)OC1=O)C(=O)O (configuration not stated)
  -9.0, -28.3, 0.6, 0.0, 0.9, 5.0, 1.6, -1.1, 0.1, -1.4, -0.4
> C[C@@H]1CN([C@@H](C)CO)C(=O)CCCn2cc(nn2)CO[C@H]1CN(C)C(=O)c1ccccc1
  -4.9, -12.8, -0.6, 0.0, 1.0, 1.0, /, 0.5, -1.6, -0.7, /
> CCc1ccccc1NC(=O)CNC(=O)CNC(=O)c1cccs1
  -4.0, 6.2, 0.2, 0.3, 0.4, -0.6, 0.6, 4.8, -0.8, -1.3, 2.8
> Cc1ccc(NC(=O)CN(c2ccccc2F)S(C)(=O)=O)cc1
  -6.0, 0.4, 1.8, 1.0, 0.0, 0.7, 2.2, -0.2, -3.5, -1.0, -0.2
> CCCCn1c(SCC(=O)NCc2ccco2)nnc1-c1ccco1
  4.7, -3.2, -1.2, -1.0, -0.7, -3.5, -0.4, 0.3, -2.9, -1.5, -1.2
> CCCCCc1ccc(NC(=O)OCCN2C(=O)CCC23CCC(c2ccccc2)CC3)cc1 (configuration not stated)
  2.2, -0.9, 2.9, /, 2.5, -2.0, /, 2.5, 2.8, -1.1, /
> COc1ccc(CN2C(=NC(=O)CCC3CCCC3)SC3CS(=O)(=O)CC32)cc1 (configuration not stated)
  0.8, -4.3, 0.1, -0.1, 0.1, 2.1, 0.6, 7.3, 3.3, -0.7, -0.2
> CCN1CCN(c2nc3c(C)cccn3c(=O)c2C=C(C#N)C#N)CC1
  -24.5, -61.6, 3.6, -1.7, 0.5, -2.9, 2.4, 2.6, 3.2, 0.0, 0.7
> C=CCn1c(SCC(=O)Nc2ccccc2OC)nc2c([nH]c3ccccc32)c1=O
  -2.7, -3.0, 5.9*, 2.2, -0.7, -4.4, 12.7*, 3.9, 3.0, 0.3, 0.3
> O=C(COC(=O)c1ccc(Br)o1)NCCc1ccccc1
  -4.0, -6.9, -0.1, 1.0, -2.1, 0.9, -1.2, 0.1, -1.6, -1.6, 0.9
> O=C(COC(=O)Cc1ccccc1[N+](=O)[O-])NCC1CCCCC1
  -8.3, -7.3, -0.8, 0.8, -0.1, -4.3, 1.4, 3.8, -3.6, -1.2, 0.1
> Cc1occc1C(=O)N(C)Cc1nc(-c2ccc(Cl)cc2)no1
  -0.4, 1.8, -0.2, -0.1, -0.2, -2.0, 4.0, -1.6, 0.8, -1.3, 0.4
> OCC[C@H]1C[C@H](O)[C@@H](O)[C@@]2(CCCO2)O1
  1.8, -0.5, -0.1, -2.2, -0.1, 2.4, 3.0, -1.0, 1.5, -1.4, 1.3
> N#Cc1ccc(C(=O)Nc2ccc(N3CCN(C(=O)c4ccco4)CC3)cc2)c(F)c1
  -5.5, 4.0, -2.0, -0.3, -0.9, 0.0, -0.6, -2.0, -2.9, -1.9, -0.8
> Nc1cc(Cl)ccc1C(=O)OCC(=O)NC1CCCCC1
  -27.1, -89.2, -0.8, 30.5*, 0.2, 0.4, 2.5, 3.3, 3.5, -0.7, 0.2
> O=C(CCNC(=O)c1ccc(Br)cc1)NNC(=O)C1COc2ccccc2O1 (configuration not stated)
  1.9, -5.5, -1.1, 3.8, 0.0, 0.6, -0.5, 2.5, -0.9, -1.3, 0.5
> C=CCSc1nnc2nc3[nH]c4c(C)cccc4c3nn12
  -1.8, 2.1, 3.8, -7.0, 0.5, 14.2, 3.3, 6.0, 4.2, 0.9*, 1.1
> Cc1sc2ncn(CC(=O)NCCCN3CCC(C)CC3)c(=O)c2c1S(=O)(=O)N1CCC(C)CC1
  0.7, 13.4, -1.9, -0.7, 0.1, -4.2, 0.3, 1.1, -2.0, -0.2, -1.5

Complete entries, quoted from the list.
Results for CCCCCc1ccc(NC(=O)OCCN2C(=O)CCC23CCC(c2ccccc2)CC3)cc1 (configuration not stated) = ADAM17 inh: 2.2; ADAM10 inh: -0.9; hcDAF-12 act: 2.9; PG9 binder: /; DAX1 inh-1: 2.5; GC-A act: -2.0; GAA850 FXN act: /; hgDAF-12 ag: 2.5; SMARCA2 act: 2.8; ssDAF-12 act: -1.1; DAX1 inh-2: /
Results for NC(=O)CSc1nccn1Cc1ccccc1 = ADAM17 inh: -0.7; ADAM10 inh: -5.2; hcDAF-12 act: 1.9; PG9 binder: 0.3; DAX1 inh-1: 0.1; GC-A act: 1.0; GAA850 FXN act: 1.3; hgDAF-12 ag: 0.8; SMARCA2 act: 0.4; ssDAF-12 act: -0.3; DAX1 inh-2: 0.5
